IMP-1 inhibitor – inhibitors of Pseudomonas aeruginosa IMP-1 metallo-beta-lactamase; purified IMP-1, nitrocefin hydrolysis, epi-absorbance fluorescence; inhibition, % at 5.6 µM; 0.45% of 290,000 active;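 active = inhibition above the mean plus 3 SD of all compounds in the same screening run, cut at about 4.5% in these data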;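 note: 0% = IMP-1 with DMSO and 100% = DMSO wells lacking enzyme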
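System – purified recombinant IMP-1 beta-lactamase · Input – IMP-1 dispensed at 0.2 nM · Timing – 15 min preincubation plus 25 min reaction at 25 °C · Signal – Epi-absorbance fluorescence, 480 nm excitation, 530 nm emission · Measure – percent IMP-1 inhibition derived from blank-referenced optical density · Controls – Enzyme-plus-DMSO low control, enzyme-free DMSO high control · Replication – singlicate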
p-CIP stab down – p/CIP protein destabilization. Q05BA5. F442A p/CIP-EGFP cells, EGFP fluorescence, 16 h. decrease of EGFP signal, % at 10 µM. 0.01% of 290,000 active. AID 1984;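 active = EGFP signal decrease of at least 30% at 10 µM or well 3 SD below plate mean, unless failing retest; inactive = the rest, including hits failing retest or dose response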; note: some compounds called inactive have numbers as strong as hits; many of its hits are not listed in these tables
HCV NS3 hel inh – HCV NS3 helicase inhibition; NS3 helicase DNA unwinding, Cy5 molecular beacon fluorescence; inhibition, % at 10.9 µM; 0.56% of 290,000 active; AID 1800;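 active = inhibition above the mean of all tested compounds plus 3 SD, set per campaign, cut at about 35% in these data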;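 note: 0% = DMSO wells and 100% = thioflavine S control wells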
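System: Hepatitis C virus NS3 helicase domain fragment enzyme | Reagent: Annealed dual-labelled DNA beacon duplex, ATP-started | Compound dosing: 10.9 µM single point, 0.8% DMSO | Incubation: 1 h reaction at 25 °C, ATP-initiated | Technique: Cy5 fluorescence | Evaluation: Percent inhibition from t60/t0 fluorescence ratio | Benchmarks: Low DMSO, high thioflavine S at 110 µM | Replication: Singlicate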
VIM-2 inh – inhibitors of Pseudomonas aeruginosa VIM-2 metallo-beta-lactamase | purified VIM-2, nitrocefin hydrolysis, epi-absorbance fluorescence | inhibition, % at 5.6 µM | 0.89% of 290,000 active | AID 1527;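 active = inhibition above the mean of all tested compounds plus 3 SD, cutoff set per screening run, cut at about 7.5% in these data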;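 note: red hydrolysis product quenches plate fluorescence so inhibitors raise well fluorescence; 0% = enzyme with DMSO and 100% = DMSO without enzyme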
IDE act – boosts human insulin-degrading enzyme activity in HEK cells; P14735; FAbeta-B cleavage, fluorescence polarization; 0% vehicle, 100% cell-free pure enzyme wells; activation, % at 5.96 µM; 0.073% of 340,000 active;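 active = activation above the mean of all tested compounds plus 3 SD, set per screening campaign, cut at about 17% in these data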
Target sequence (P14735 whole entry, looked up): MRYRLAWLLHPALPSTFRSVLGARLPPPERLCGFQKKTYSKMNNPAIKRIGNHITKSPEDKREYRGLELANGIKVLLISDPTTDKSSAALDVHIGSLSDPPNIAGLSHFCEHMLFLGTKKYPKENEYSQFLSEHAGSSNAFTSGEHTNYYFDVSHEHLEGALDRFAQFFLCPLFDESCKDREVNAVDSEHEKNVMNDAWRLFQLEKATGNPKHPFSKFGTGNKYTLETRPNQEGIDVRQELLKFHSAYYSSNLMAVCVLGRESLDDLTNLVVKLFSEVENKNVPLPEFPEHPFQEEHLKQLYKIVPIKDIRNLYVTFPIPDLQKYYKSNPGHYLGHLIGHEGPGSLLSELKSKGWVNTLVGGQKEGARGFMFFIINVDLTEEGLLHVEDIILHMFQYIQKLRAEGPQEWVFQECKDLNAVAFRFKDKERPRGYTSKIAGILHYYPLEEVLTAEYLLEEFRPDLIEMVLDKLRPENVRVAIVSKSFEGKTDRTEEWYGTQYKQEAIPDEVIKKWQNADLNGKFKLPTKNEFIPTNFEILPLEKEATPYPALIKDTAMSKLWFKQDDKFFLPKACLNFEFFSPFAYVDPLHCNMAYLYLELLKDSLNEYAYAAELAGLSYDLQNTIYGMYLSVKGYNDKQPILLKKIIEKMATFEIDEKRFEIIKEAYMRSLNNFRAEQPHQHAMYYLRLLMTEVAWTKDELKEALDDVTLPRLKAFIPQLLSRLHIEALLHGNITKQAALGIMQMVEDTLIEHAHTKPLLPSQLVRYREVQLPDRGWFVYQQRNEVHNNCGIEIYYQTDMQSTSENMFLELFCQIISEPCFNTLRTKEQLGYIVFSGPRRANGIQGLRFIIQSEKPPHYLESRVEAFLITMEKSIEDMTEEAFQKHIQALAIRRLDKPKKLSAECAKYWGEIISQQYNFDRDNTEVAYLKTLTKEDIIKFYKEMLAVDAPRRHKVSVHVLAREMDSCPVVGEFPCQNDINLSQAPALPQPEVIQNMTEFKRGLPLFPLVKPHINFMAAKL
CRFBP-R2 block – antagonists of CRF-binding protein/CRF-R2 receptor complex; HEK293 CRF-R2/CRF-BP, CRF-induced calcium fluorescence; inhibition, % at 11.8 µM; 0.59% of 350,000 active; AID 588475;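 active = inhibition of the ligand-induced calcium signal above about 50% at the single tested concentration, limit read from the data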
IDE cell inh – inhibitors of human insulin-degrading enzyme in cells; P14735; HEK cells, FAbetaB cleavage, fluorescence polarization; inhibition, % at 5.59 µM; 0.41% of 320,000 active; AID 434962;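 active = percent inhibition above the average of all tested compounds plus 3 SD, set per screening campaign, cut at about 16% in these data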;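 note: IDE supplied by intact live HEK cells; FP after avidin binding of uncleaved biotin substrate so inhibition keeps polarization high; 0% = DMSO wells and 100% = 60 µM reference IDE inhibitor Ii1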
GalR3 antagonist – antagonists of human GalR3; O60755; HEK293 GalR3-CNG cAMP membrane potential fluorescence; galR3 body fused to GalR1 C-terminus; inhibition, % at 3 µM; 0.44% of 360,000 active;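 active = inhibition above the screen-wide average plus 3 SD, cut at about 13% in these data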;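 note: forskolin and galanin both at EC90 stimulate the cells; cAMP rise reported by CNG channel membrane potential dye signal; 0% = forskolin plus galanin with DMSO and 100% = forskolin alone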
UBC9 SUMO inh – SUMOylation inhibition. HTRF SUMOylation assay, SAE1/SAE2 + UBC9, in vitro. inhibition, % at 35 µM. 0.36% of 290,000 active. AID 2006; in the data active = inhibition above about 50%, passing the limit was not always enough; note: strong numbers were not always called active
* marks the source's active call; other numbers are inactive results; . = no result given.

SMILES	IMP-1 inhibitor	p-CIP stab down	HCV NS3 hel inh	VIM-2 inh	IDE act	CRFBP-R2 block	IDE cell inh	GalR3 antagonist	UBC9 SUMO inh
Cn1c(=O)[nH]c(=O)c2c1nc(N1CCCCCC1)n2CCCSc1nc2ccccc2o1	-2.8	-4	-3	1.6	-2	-67	-2	2	10
CCC1(CC)C(=O)N(C)C(=O)NC1=Nc1ccccc1	-3.9	-5	-4	-3.8	2	13	5	0	20
O=C(CN1CCN(c2ncccn2)CC1)Nc1ccccc1C(F)(F)F	-1.6	-14	-5	1.0	-4	-13	3	5	-13
Cc1cc(C)c(S(=O)(=O)NCCc2ccccc2)c(C)c1	-2.1	-19	2	-6.4	9	14	0	-3	14
CCOC(=O)Cn1c(=O)oc2cc(S(=O)(=O)N3CCCC(C(=O)OCC)C3)ccc21 (centres undefined)	-2.7	-21	2	0.3	6	4	0	-1	17
COC(=O)c1ccc(-c2noc(CN(C)CC3CCCCO3)n2)cc1 (centres undefined)	-2.6	8	6	-2.1	4	-1	-16	0	2
CCCCC1C2C(=O)N(c3ccc(C)cc3)C(=O)C2ON1c1ccccc1 (centres undefined)	-0.9	-4	-14	1.7	.	-23	2	-2	-13
CCOC(=O)c1c(NC(=O)CSc2nnc(CNc3ccc(F)cc3)o2)sc(C)c1C	-2.1	5	0	-2.6	4	13	5	-5	3
Cc1cc(C)nc(Sc2ncnc(N)c2[N+](=O)[O-])n1	-1.2	-11	0	-1.1	-5	10	2	0	-22
O=C(CC(C(=O)O)c1ccc(F)cc1)c1ccc(Cl)cc1 (centres undefined)	-3.4	-6	20	-3.5	1	6	4	-8	21
O=C(NCC1CCCCC1)c1cc(S(=O)(=O)N2CCOCC2)ccc1F	.	.	.	.	4	-8	0	-2	.
C=CCOC(=O)C1=C[C@@H](c2ccc(C(F)(F)F)cc2)C[C@@H](OCCCCO)O1	.	.	.	.	-3	3	-2	-3	.
COc1ccc(CN2C(=O)NC3(CCCCC3)C2=O)cc1F	0.3	2	2	-1.8	-2	-22	11	-5	24
N/C(=N\OC(=O)COc1ccc(Cl)cc1Cl)c1ccncc1	-0.8	-6	4	-1.9	-2	-38	.	-5	-9
COc1ccc(N2CCN(C(c3cc(OC)ccc3OC)c3nnnn3Cc3ccco3)CC2)cc1 (centres undefined)	-1.1	0	-6	-0.3	-7	-5	1	-5	5
Cc1ccc(C(=O)N2CCSCC2)cc1	-0.8	1	-2	-1.3	-3	-20	-4	-7	8
CCOc1ccccc1NC(=O)CN1C(=O)CSC(C)C1=O (centres undefined)	-2.1	6	-12	-1.1	10	-5	-4	0	11
CCCCn1c(CCC(=O)O)nc2cc(S(=O)(=O)N(C)C)ccc21	-1.7	-3	-6	3.2	7	-1	7	-2	4
CCOC(=O)C1=C(C)NC(=O)NC1	-2.1	-9	7	-0.5	0	-6	7	8	4
COc1cccc2c(=O)cc(C)n(CC(=O)Nc3cccc(C)c3)c12	-2.0	5	-7	-1.9	-1	-10	3	-6	6
CCc1cc(C(=O)N2CCN(S(=O)(=O)c3ccccc3F)CC2)sc1C	.	.	.	.	-1	-1	7	-7	.
O=c1cnnc(NCc2ccccc2)[nH]1	-0.6	4	-4	-1.5	0	1	-1	-3	-4
COc1ccc(-c2nn(-c3ccccc3)cc2C(=O)NC(=S)N2CCOCC2)cc1OC	.	.	.	.	1	0	4	-4	.
O/N=C1/CCCSc2ccccc21	-1.9	-2	2	0.3	9	-13	10	-4	-1
C/C(=N\NC(=O)c1cccnc1)c1ccc(Br)cc1	-4.5	-4	-11	-3.4	-1	-3	5	-7	9
CNC(=O)C(=O)Nc1cc2c3c(c1)CCN3C(=O)CC2	-0.5	4	1	-1.4	-3	7	0	-7	4
Fc1ccccc1-c1n[nH]c(=S)n1/N=C/c1c[nH]c2ccccc12	-4.3	3	-3	-0.5	5	-12	-4	-2	-2
CCC(NC(=O)c1oc2ccccc2c1COC)c1ccc(OC)cc1 (centres undefined)	-2.6	-24	0	-2.8	-5	45	6	-9	-2
O=C(NCc1ccccc1)C1CCN(S(=O)(=O)N2CCCCCC2)CC1	-4.3	-3	2	-2.2	4	4	3	-2	-12
CC(=O)C1=C(O)C(=O)N(CCC(=O)O)C1c1ccccc1Cl (centres undefined)	-3.7	2	0	0.6	5	0	-1	-5	4

Sorted by heavy-atom count (ascending): part of the list above.
SMILES	IMP-1 inhibitor	p-CIP stab down	HCV NS3 hel inh	VIM-2 inh	IDE act	CRFBP-R2 block	IDE cell inh	GalR3 antagonist	UBC9 SUMO inh
Cc1ccc(C(=O)N2CCSCC2)cc1	-0.8	1	-2	-1.3	-3	-20	-4	-7	8
O=C(NCc1ccccc1)C1CCN(S(=O)(=O)N2CCCCCC2)CC1	-4.3	-3	2	-2.2	4	4	3	-2	-12
COc1ccc(-c2nn(-c3ccccc3)cc2C(=O)NC(=S)N2CCOCC2)cc1OC	.	.	.	.	1	0	4	-4	.

(next part)
SMILES	IMP-1 inhibitor	p-CIP stab down	HCV NS3 hel inh	VIM-2 inh	IDE act	CRFBP-R2 block	IDE cell inh	GalR3 antagonist	UBC9 SUMO inh
COc1ccc(F)cc1S(=O)(=O)n1cnc2ccccc21	-2.8	-4	4	0.8	4	0	1	-9	3
O=C(NNC(=O)c1cccs1)c1ccc(Cl)cc1	-2.5	6	7	-2.4	3	-2	-3	-3	-11
Cn1ccnc1SC(C(=O)O)c1ccccc1 (centres undefined)	-1.0	-67	10	4.0	6	1	2	-7	17
Cc1ccc(NC(=O)Cn2c(=O)n(Cc3ccco3)c(=O)c3ccccc32)c(C)c1	-4.8	-8	3	-2.3	2	31	0	-3	13
CC1CN(c2nc3ccccc3nc2SCC(=O)Nc2ccc(F)cc2)CC(C)O1 (centres undefined)	-1.9	-8	-15	-2.0	2	4	2	.	-23
OCC1(CCCc2ccccc2)CCN(Cc2cnc(N3CCOCC3)s2)CC1	-1.7	-3	9	-1.7	-4	-1	8	7	16
O=S(=O)(c1cccc(-c2cn3ccccc3n2)c1)N1CCCC1	0.0	-9	10	-0.6	3	1	-13	0	.
N#Cc1ccccc1CN1C(=O)S/C(=C/c2cccn2-c2cccc(C(=O)O)c2)C1=O	21*	-4	36	-0.5	2	8	1	8	36
c1ccc(Oc2c3ccccc3nc3ccccc23)cc1	-1.5	6	-4	-0.3	.	26	-4	.	-3
Cn1c(N2CCCC2)nc2c1c(=O)[nH]c(=O)n2C	-3.9	-9	7	-0.3	1	-5	6	-3	-3
S=C1NC[C@H](CC2CCCCC2)N1CCCCC1CCCCC1	.	-17	.	.	5	0	1	-4	8
Cc1cc(C)n(CC(=O)O)c(=O)c1[N+](=O)[O-]	-1.9	7	3	2.2	4	3	-1	-6	-9
Cc1cccc2c(C(=O)n3cccn3)cc(-c3ccccc3Cl)nc12	-4.4	-23	30	-0.9	1	-26	0	-1	12
CC(C)(C)Nc1nc(N)nc(Cl)n1	-1.5	7	14	-5.1	7	-15	7	-5	6
Cc1nnc(NC(=O)c2ccc(-c3ccc([N+](=O)[O-])cc3)o2)s1	2.7	1	4	-1.9	2	1	1	0	25
CC1(C)Cc2c(C#N)c(SCC(=O)c3ccccc3)nc(N3CCOCC3)c2CS1	-1.8	1	-18	-2.7	-1	0	4	-3	-22
Cc1[nH]c2ccccc2c1C(=O)CN1CCN(c2ccc(Cl)cc2)CC1	-2.5	-20	-40	-1.4	-2	-1	-2	-10	17
COc1ccc(-c2c(C)[nH]n3c(=O)c(Cc4ccccc4)c(C)nc23)cc1OC	-4.1	-15	-5	0.6	-4	4	1	-2	8
COc1ccc(NC(=O)CC2C(=O)N(c3ccc(Cl)cc3)C(=S)N2NC(=O)c2cccc(F)c2)cc1 (centres undefined)	-5.0	-18	1	-4.4	-1	-22	-5	-7	14
FC(F)(F)c1ccc(NC(=S)NC2CCCCC2)cc1	0.7	-32	-2	1.8	9	-4	1	-2	-3
CCOc1ccc(OCCn2c(=S)[nH]c3c(N)ncnc32)cc1	-3.6	12	-4	-6.2	-1	-11	6	2	0
CCNC(=O)c1c(C)[nH]c(C(=O)OCC)c1C	-2.7	-5	4	-1.5	-3	13	1	-4	26
Nn1c(SCc2ccc(F)cc2)nnc1-c1ccccn1	-2.5	9	4	-3.2	.	-6	-1	-6	5
Cc1onc(-c2ccccc2)c1C(=O)N1CCOCC1	-2.7	-14	6	0.2	6	-3	1	0	-23
O=C(CCN1C(=O)c2ccccc2S1(=O)=O)Nc1cccc2ccccc12	-1.6	-4	-2	-2.1	4	9	1	2	-16
Cc1cc(NC(=O)CSc2nnnn2-c2ccc(C(C)C)cc2)no1	-2.4	2	8	-0.8	-1	-5	1	-10	13
O=C(CCN1CCOCC1)Nc1ccc(Cl)cc1	-3.0	-19	-6	-2.4	-1	-8	1	-9	14
COc1ccc(N(C(=O)c2cccc(OC)c2OC)C2C=CS(=O)(=O)C2)c(OC)c1 (centres undefined)	-1.7	-4	-3	-5.2	3	11	0	-6	2
COc1ccc(CNC(=O)c2cc(=O)c3ccccc3o2)cc1	-1.4	-7	-4	-1.2	6	3	-1	-9	16
CCOC(=O)CNC(=O)CSc1nnc(-c2ccccc2)c(-c2ccccc2)n1	-3.8	-8	-6	1.6	-8	2	7	-6	14
O=C(Cc1ccccc1)N1N=C(c2ccncc2)CC1(O)C(F)(F)F (centres undefined)	-4.5	5	-2	-4.2	4	-1	-4	-5	15
COc1ccc(OC)c(NC(=O)c2cc(S(=O)(=O)N3CCCC3)cn2C)c1	-2.7	-11	-10	-1.1	9	-5	1	.	1
Cc1ccc(-c2nnc(SCC(=O)N(C)C)nc2-c2ccc(C)cc2)cc1	-2.9	1	-14	-2.1	-3	-5	-2	-5	15
O=C(Cc1ccccc1F)Nc1ccc(Cl)nc1	0.2	-6	7	-1.5	3	5	8	-3	24
Cc1cc(SCc2ccc(Cl)cc2)nc(=O)[nH]1	-4.2	12	14	0.1	7	-1	7	-1	4
CC(=O)c1cc2c(cc1NC(=O)CN1CCC(Cc3ccccc3)CC1)OCO2	-4.4	-22	-7	-2.1	4	13	3	6	9
COc1cccc(N2C(=O)Nc3ccc(Br)cc3C2(O)C(=O)NCCCOC(C)C)c1 (centres undefined)	-0.7	-1	-7	0.6	-3	-11	2	-8	-8
Cc1ccc(NC(=O)CNCc2ccccc2Cl)cc1S(=O)(=O)N(C)C	37*	1	-19	0.1	-4	-9	3	-12	17
CC(C)(C)OC(=O)C[C@H]1C/C=C\C[C@@H](CC(=O)N[C@@H](CO)Cc2ccccc2)C(=O)NC[C@@H](c2ccccc2)OC1=O	.	.	.	.	1	0	-1	-1	.
Cc1ccccc1NC(=O)c1cc(C(=O)c2cc(Cl)ccc2O)cn(-c2ccccc2C)c1=O	-2.3	-5	7	0.2	5	-9	5	2	0
